CHRM5 antagonist: CHRM5 antagonism in calcium assay. CHO-hM5 cells, Fluo-8 calcium fluorescence, ACh EC80. inhibition, % at 3 µM. 360,000 compounds, 0.59% hits. AID 624040;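 active means inhibition above a per-plate cutoff, the mean of that plate's test compounds plus 3 SD, cut at about 27% in these data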;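 further: 0% = acetylcholine EC80 with DMSO and 100% = DMSO without agonist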
IDE cell inh: cellular human IDE inhibition. 320,000 compounds, 0.41% hits. inhibition, % at 5.59 µM. HEK cells, FAbetaB cleavage, fluorescence polarization;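 active means percent inhibition above the average of all tested compounds plus 3 SD, set per screening campaign, cut at about 16% in these data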;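 further: IDE supplied by intact live HEK cells; FP after avidin binding of uncleaved biotin substrate so inhibition keeps polarization high; 0% = DMSO wells and 100% = 60 µM reference IDE inhibitor Ii1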
Target sequence (P14735 whole entry, looked up): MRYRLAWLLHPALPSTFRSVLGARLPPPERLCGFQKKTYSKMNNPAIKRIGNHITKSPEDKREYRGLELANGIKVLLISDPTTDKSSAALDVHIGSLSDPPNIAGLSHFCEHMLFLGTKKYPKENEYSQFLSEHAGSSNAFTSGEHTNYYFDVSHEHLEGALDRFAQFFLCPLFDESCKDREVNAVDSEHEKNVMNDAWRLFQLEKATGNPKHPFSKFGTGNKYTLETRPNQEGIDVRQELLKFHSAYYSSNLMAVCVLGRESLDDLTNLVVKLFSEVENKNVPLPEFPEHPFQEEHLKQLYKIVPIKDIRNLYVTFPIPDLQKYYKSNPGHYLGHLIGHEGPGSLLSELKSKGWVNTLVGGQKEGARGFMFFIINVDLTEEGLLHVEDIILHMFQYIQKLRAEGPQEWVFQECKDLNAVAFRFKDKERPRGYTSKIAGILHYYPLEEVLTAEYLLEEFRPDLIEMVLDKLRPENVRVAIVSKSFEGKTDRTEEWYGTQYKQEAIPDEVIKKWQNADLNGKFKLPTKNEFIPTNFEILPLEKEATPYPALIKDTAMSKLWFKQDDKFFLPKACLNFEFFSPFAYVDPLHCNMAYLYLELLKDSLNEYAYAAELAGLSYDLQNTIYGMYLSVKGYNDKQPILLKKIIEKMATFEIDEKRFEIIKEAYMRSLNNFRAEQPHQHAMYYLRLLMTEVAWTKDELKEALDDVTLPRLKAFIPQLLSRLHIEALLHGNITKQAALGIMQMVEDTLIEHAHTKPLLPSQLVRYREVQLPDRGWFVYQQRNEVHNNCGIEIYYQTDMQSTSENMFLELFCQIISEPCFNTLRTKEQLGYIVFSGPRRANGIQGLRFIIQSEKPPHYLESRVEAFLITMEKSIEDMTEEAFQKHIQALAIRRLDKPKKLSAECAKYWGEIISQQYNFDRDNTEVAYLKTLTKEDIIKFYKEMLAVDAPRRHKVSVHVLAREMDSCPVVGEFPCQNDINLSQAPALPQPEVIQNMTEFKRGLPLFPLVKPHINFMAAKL
CHRM5 PAM: positive allosteric modulators of human muscarinic M5 receptor | P08912 | CHO-K1 hM5, Fluo-8 calcium, ACh EC20 PAM; 0% = ACh EC20, 100% = ACh EC100 | activation, % at 3 µM | 360,000 compounds, 0.3% hits | AID 624038;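 active means activation above the run cutoff, the mean activation of all test compounds plus 3 SD, cut at about 18% in these data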
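Probe or stimulus: acetylcholine, EC20 level; Assay system: human M5 receptor in CHO-K1 cells; Schedule: compound preincubation 140 s before EC20 acetylcholine addition; Technique: intracellular calcium via Fluo-8 fluorescence; Dosing: single-point, 3 µM nominal; Read-out basis: percent activation from peak-over-basal fluorescence ratio, scaled EC20-to-EC100 acetylcholine; Repeats: one well per compound, no replicates.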
M5 ag: agonists of human muscarinic M5 receptor (CHRM5). CHO-K1 hM5 cells, Fluo-8 calcium fluorescence; 0% DMSO wells, 100% maximal acetylcholine response. P08912. 360,000 compounds, 0.19% hits. activation, % at 3 µM. AID 624037;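 active means activation above the run's mean over test compounds plus 3 SD, cut at about 23% in these data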;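 further: signal is peak over basal fluorescence ratio across the kinetic read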
CRFR2-BP ag: agonists of human CRF-binding protein/CRF-R2 receptor complex. HEK293 CRF-R2/CRF-BP, calcium dye fluorescence (FLIPR); percent of saturating CRF peptide response. activation, % at 13.2 µM. 350,000 compounds, 0.46% hits. AID 588473;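 active means activation of at least 50%, plus an integration ratio under a set limit after plate pattern correction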;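 further: plate controls were neutral control wells without compound for no effect and CRF at EC100 for full effect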
M4 PAM: CHRM4 positive allosteric modulation; P08173; CHO-K1 hM4/Gqi5, Fluo-8 calcium fluorescence, ACh EC20; 0% = ACh EC20, 100% = maximal ACh; activation, % at 3 µM; 360,000 compounds, 0.4% hits;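 active means activation above its plate's cutoff, the mean activation of sample wells plus 3 SD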; further: some results filed as inactive read as strong as hits
M4 ag: CHRM4 agonism in calcium assay. CHO-K1 hM4/Gqi5, Fluo-8 calcium fluorescence; vehicle 0%, full acetylcholine response 100%. AID 624127. activation, % at 3 µM. 360,000 compounds, 0.14% hits;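 active means activation above the run mean over all test wells plus 3 SD, cut at about 32% in these data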;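 further: peak over basal fluorescence ratio per well then scaled between controls; 0% = DMSO wells and 100% = acetylcholine at EC100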
CRFR2-BP antag: antagonists of CRF-binding protein/CRF-R2 receptor complex | HEK293 CRF-R2/CRF-BP, CRF-induced calcium fluorescence | inhibition, % at 11.8 µM | AID 588475 | 350,000 compounds, 0.59% hits;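 active means inhibition of the ligand-induced calcium signal above about 50% at the single tested concentration, limit read from the data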
M4 antag: blocks acetylcholine activation of human M4 receptor. P08173. CHO-hM4 cells, ACh EC80, Fluo-8 calcium fluorescence. 360,000 compounds, 0.73% hits. inhibition, % at 3 µM;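 active means inhibition above its plate's cutoff, the mean inhibition of sample wells plus 3 SD, cut at about 27% in these data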;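 further: 0% = acetylcholine EC80 with DMSO and 100% = DMSO without agonist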
An asterisk follows results filed as active; . = no result given.

SMILES | CHRM5 antagonist | IDE cell inh | CHRM5 PAM | M5 ag | CRFR2-BP ag | M4 PAM | M4 ag | CRFR2-BP antag | M4 antag
COCCN1C(=O)N(C)[C@@H](c2ccccc2)C(C(C)=O)=C1C | 6.2 | 0.4 | -5.7 | 0.9 | -0.5 | -2.0 | 0.0 | -0.1 | 9.2
CN1CCc2c(sc(/N=C/c3cc(Cl)ccc3O)c2C#N)C1 | 7.9 | 1.1 | 1.6 | -4.5 | 0.9 | 24.7 | 0.9 | -12.3 | -2.9
CCCCNC(=S)N/N=C/c1cc(C)ccc1C | -7.6 | 1.0 | -2.6 | -3.3 | -3.5 | 2.2 | -2.0 | -47.7 | 3.2
CN(CC(=O)Nc1ccccc1Br)C(=O)c1cccc(S(=O)(=O)NCc2ccccc2)c1 | 0.8 | 2.4 | -9.1 | 2.9 | 0.5 | 3.4 | 5.5 | 0.9 | -11.9
COc1ccc(C(=O)NC23CC4CC(CC(C4)C2)C3)cc1OC | -3.9 | -1.3 | -0.7 | 0.2 | -2.8 | -8.1 | -0.4 | -5.6 | 7.4
N#Cc1nc(-c2ccc(Cl)cc2)oc1NCC1CCCO1 (stereo unspecified) | 13.7 | 0.6 | -4.4 | -2.7 | -2.1 | -9.8 | 0.6 | -4.0 | 8.3
CC(C)CN(C(=O)CSc1nc(-c2ccccc2)cn1N)c1c(N)n(Cc2ccccc2)c(=O)[nH]c1=O | 14.7 | -2.1 | -5.9 | 0.0 | 0.9 | 6.6 | 0.2 | -5.5 | -4.5
CN(CC(=O)Nc1ccc(Cl)c(S(=O)(=O)N(C)C)c1)Cc1ccccc1 | -3.2 | -0.3 | 1.7 | 3.3 | -0.9 | -3.5 | 5.0 | -10.7 | -1.3
Cc1ccccc1NS(=O)(=O)c1cc2c3c(c1)CC(=O)N3CCC2 | 6.7 | 3.0 | -2.4 | -4.2 | -0.5 | 2.1 | 2.4 | -4.3 | 6.5
Cc1cccnc1NC(=O)NC(=O)c1ccc(C(C)(C)C)s1 | 14.8 | -1.4 | -1.6 | -2.8 | -1.3 | 6.1 | -1.1 | 3.6 | -7.4
O=[N+]([O-])c1cccc(CN2[C@@H](Cc3ccccc3)COCCS2(=O)=O)c1 | -4.2 | -1.2 | -4.1 | 3.3 | 0.1 | 2.7 | 3.0 | -9.8 | -3.7
COc1ccc2[nH]c3c(c2c1)CCN1C(=O)C(CC(=O)NCCCN(C)C)C[C@H](C(=O)N(C(C)C)C(C)C)[C@@]31C (stereo partly specified) | -3.2 | . | -1.4 | 1.8 | -2.1 | 4.5 | 0.3 | 16.4 | -2.1
CC1(C(=O)N2CCN(C(=O)c3ccco3)CC2)CCN1Cc1ccccc1OC(F)F (stereo unspecified) | -0.7 | . | 4.2 | 1.1 | . | 4.4 | 0.6 | . | 3.3
CC(=O)NC1CCCc2c1cnn2-c1ccc(C(C)(C)C)cc1 (stereo unspecified) | 2.2 | -1.5 | -1.4 | -2.6 | 0.6 | 2.6 | 3.4 | 1.3 | 1.6
CCc1ccc(NC(=O)c2ccccc2SC)cc1 | 7.1 | 2.9 | -0.4 | -3.5 | -2.0 | -3.6 | 0.6 | 21.4 | -3.9
COc1ccc(S(=O)(=O)N2CCCC2=O)cc1N(C)S(C)(=O)=O | -1.5 | . | 6.0 | -1.2 | -0.1 | 0.3 | 0.4 | 13.2 | -4.7
COc1ccc2sc(N(CCCN(C)C)C(=O)c3nc4ccccc4s3)nc2c1 | 8.8 | 9.5 | 3.0 | -6.0 | 20.4 | 0.0 | 0.8 | -10.6 | 7.0
C#CCNC(=O)/C=C/c1ccc(OC)cc1 | 5.9 | -10.1 | -2.8 | 0.7 | -1.4 | 4.4 | 1.7 | -3.4 | 4.0
COc1ccc(CN2C(=S)NC(C)(C)CC2(C)O)cc1 (stereo unspecified) | -7.3 | -0.2 | -0.3 | -4.0 | -0.7 | -1.0 | 0.5 | 13.7 | 3.4
COc1cc(N2Cc3ccccc3C2)ccc1C=O | 11.8 | 0.0 | 0.7 | 0.9 | -0.5 | -3.7 | 0.7 | 1.9 | 0.8

Four compounds already listed, arranged by formula weight, highest first:
SMILES | CHRM5 antagonist | IDE cell inh | CHRM5 PAM | M5 ag | CRFR2-BP ag | M4 PAM | M4 ag | CRFR2-BP antag | M4 antag
CC1(C(=O)N2CCN(C(=O)c3ccco3)CC2)CCN1Cc1ccccc1OC(F)F (stereo unspecified) | -0.7 | . | 4.2 | 1.1 | . | 4.4 | 0.6 | . | 3.3
COc1ccc(CN2C(=S)NC(C)(C)CC2(C)O)cc1 (stereo unspecified) | -7.3 | -0.2 | -0.3 | -4.0 | -0.7 | -1.0 | 0.5 | 13.7 | 3.4
COc1cc(N2Cc3ccccc3C2)ccc1C=O | 11.8 | 0.0 | 0.7 | 0.9 | -0.5 | -3.7 | 0.7 | 1.9 | 0.8
C#CCNC(=O)/C=C/c1ccc(OC)cc1 | 5.9 | -10.1 | -2.8 | 0.7 | -1.4 | 4.4 | 1.7 | -3.4 | 4.0

(more compounds)
SMILES | CHRM5 antagonist | IDE cell inh | CHRM5 PAM | M5 ag | CRFR2-BP ag | M4 PAM | M4 ag | CRFR2-BP antag | M4 antag
O=C(CN1C(=O)NC2(CCCCC2)C1=O)NCC(=O)Nc1ccc(F)c(F)c1 | 0.8 | 0.4 | 0.2 | 0.8 | -0.2 | 3.2 | 1.8 | 0.8 | -3.4
Nc1ccc(-c2c3ccc(=O)cc-3oc3cc(O)ccc23)c(C(=O)O)c1 | 41.5* | 49.2* | -44.1 | 270.2* | 231.9* | -20.2 | 425.7* | -169.4 | 25.8
CCOC(=O)c1ccc(/C=N/O)[n+](Cc2ccccc2)c1 | -1.4 | 1.4 | -3.6 | -9.3 | 0.1 | 1.0 | 0.2 | -8.1 | -4.7
Cc1ccc(CNC(=O)CCC2CCCN(C(=O)c3ccc4c(c3)OCO4)C2)o1 (stereo unspecified) | 11.4 | 1.5 | -5.5 | 0.7 | -0.9 | -10.6 | 0.8 | 10.3 | -5.5
CC(CC(=O)NNC(=O)c1cccc(Cl)c1)c1ccccc1 (stereo unspecified) | 6.3 | -1.3 | 0.4 | 0.0 | -0.8 | 2.1 | 3.2 | -8.9 | -4.6
O=C1C=C(OCCCl)CC(c2cccc(Cl)c2)O1 (stereo unspecified) | 9.6 | . | -4.5 | -2.5 | . | 0.2 | 3.1 | . | -4.2
CCn1cc(C(=O)OCC(=O)N(C)Cc2ccccc2)c(=O)c2ccc(C)nc21 | 0.2 | 4.0 | 5.7 | -0.6 | -2.5 | 2.7 | 3.0 | -7.6 | -7.5
CCN(C[C@H]1N[C@@](Cc2ccccc2)(C(=O)OC)[C@H]2C(=O)N(C)C(=O)[C@@H]12)C(=O)C1CCCCC1 | -7.8 | -3.3 | 2.0 | -0.8 | -0.3 | 8.0 | 0.8 | 2.5 | -24.2
CCSc1cc(N2CCCC2)nc(-c2ccc(F)cc2)n1 | -1.8 | -1.1 | 2.3 | 2.7 | 0.8 | 4.8 | -0.2 | -6.0 | 7.4
COC(=O)c1cc(-c2c(C)oc3cc(OC)ccc3c2=O)c(C)o1 | -6.5 | -0.7 | -4.1 | -0.7 | -4.5 | 0.3 | 7.1 | 12.5 | -26.7
O=C1NC2C3CC(c4ccccc43)C12 (stereo unspecified) | 3.9 | . | -2.6 | 4.9 | 3.1 | 4.2 | 1.6 | -15.3 | -11.4
COc1ccc(NCc2nnc(SCC(=O)NCc3ccco3)n2-c2ccccc2OC)cc1 | -6.3 | 1.4 | 9.4 | -3.7 | -0.5 | 0.9 | 0.6 | -8.3 | 0.1
COc1ccc(NC(=O)Cn2nnc(C(=O)NCc3cccs3)c2N)cc1Cl | -8.8 | -2.5 | 11.0 | 2.6 | 0.7 | 0.5 | 0.7 | 2.8 | 0.0
Clc1cc(Cl)cc(Nc2ncn[nH]2)c1 | 1.7 | -5.4 | 0.0 | 4.7 | -2.0 | -9.2 | 5.2 | 1.7 | 11.5
Nc1ccc[n+](Cc2ccccn2)c1 | -0.7 | 2.6 | -2.8 | -5.0 | 0.0 | 3.4 | 0.5 | 1.1 | -4.0
Cc1nnc(N2CCC(C(=O)N3CCCCC3)CC2)c2nn(-c3ccc(Cl)cc3)c(C)c12 | -15.1 | 4.8 | 2.1 | -8.7 | -0.8 | 0.6 | -0.8 | -1.6 | -4.8
Cc1ccc(-c2noc(CCC(=O)Nc3cc(C)ccn3)n2)cc1 | 3.1 | -2.2 | -4.0 | -2.5 | -0.4 | 3.3 | 0.9 | 16.0 | 1.6
CC(NC(=O)CN(c1ccc(Cl)cc1)S(C)(=O)=O)c1ccccc1 (stereo unspecified) | 17.6 | 0.7 | -6.7 | -2.2 | 0.6 | -5.3 | 0.3 | 24.2 | 9.7
COC(=O)c1nc2nc(C)cc(=O)n2[nH]1 | -12.4 | -3.3 | 11.0 | 4.1 | -1.4 | 9.8 | 0.3 | 10.9 | -0.4
COc1ccc(C2C(C(=O)O)CCC(=O)N2c2ccc(C)cc2)cc1OC (stereo unspecified) | 3.4 | -4.2 | -0.3 | 2.4 | -2.3 | -3.1 | 0.2 | -5.3 | -1.8
COCCCN1C(=O)C(CC(=O)NCCCN(C)C)CC(C(=O)N(C(C)C)C(C)C)=C1C (stereo unspecified) | 0.8 | . | -0.8 | 0.3 | . | 1.8 | 0.1 | . | -5.4
Cc1n[nH]c(=O)c2c(NC(=O)CSc3nnc(-c4ccco4)n3C)oc(C)c12 | 10.1 | 0.9 | 2.2 | -0.2 | 0.0 | 6.2 | 0.2 | -5.3 | -0.3
Cc1cc(NC(=O)CN(C)S(=O)(=O)c2ccc(-c3ccc(=O)[nH]n3)s2)ccc1Br | -13.1 | 1.3 | -0.6 | -2.9 | 2.0 | 2.0 | 2.9 | -7.0 | -14.6
O=[N+]([O-])c1cccc(Cn2cnc3c(=S)nc[nH]c32)c1 | 16.0 | . | -6.0 | -1.1 | -3.1 | 2.8 | -0.6 | 1.4 | 8.5
CCCCn1cnc2c(SCc3ccccn3)nc(N)nc21 | 16.7 | . | -2.0 | 2.1 | -3.8 | 0.6 | -0.2 | 22.4 | 2.2
O=C(NCc1cccnc1)c1cc(C2CCCCN2S(=O)(=O)c2cccc3cccnc23)on1 (stereo unspecified) | 14.9 | . | -1.6 | -5.6 | . | -5.7 | -0.1 | . | -3.1
Cc1cc(C)n2nc(SC(C)C(=O)N3CCOCC3)nc2n1 (stereo unspecified) | 1.3 | . | 4.1 | 0.7 | -0.7 | 8.7 | 0.7 | 0.8 | -2.6
Fc1ccc(CNc2ncccn2)cc1 | 7.4 | 2.9 | 3.8 | -2.5 | -0.4 | 6.1 | 2.8 | 5.2 | -10.0
CCCNC(=O)C1(CC2CC(c3ccccc3)=NO2)CCN(C(=O)OC(C)(C)C)CC1 (stereo unspecified) | -1.3 | -2.0 | 8.8 | 3.2 | -3.5 | 3.2 | 4.5 | -4.2 | 7.0
CSc1cc(-c2ccc(Cl)cc2)n(Cc2ccccc2)c(=O)c1C#N | 19.3 | -4.3 | 4.4 | -5.2 | 1.6 | 7.8 | 0.7 | -17.5 | -15.2
Cn1c(N2CCOCC2)nc2c1c(=O)n(Cc1ccc(Cl)c(Cl)c1)c(=O)n2C | -5.5 | -3.8 | 2.2 | 5.0 | -1.1 | 6.8 | 4.5 | -17.1 | -7.2
